# Screening results: PubChem, Broad Institute
# PglD DTNB: C. jejuni PglD acetyltransferase inhibitors, primary screen, biochemical, DTNB colorimetric, single point. purified PglD enzyme, DTNB colorimetric CoA detection. inhibition, % at 12.5 µM. 360,000 tested, 0.098% active; in the data active means inhibition above about 16%, passing the limit was not always enough; inconclusive means no clear call, values can overlap the other calls; further: strong numbers were not always called active
# FN deposition inh: inhibitors of fibronectin matrix deposition, primary screen, AH1F cells, Alexa488-fibronectin fluorescence, plate reader | AH1F fibroblasts, overnight | 350,000 tested, 0.086% active | inhibition, % at 12.6 µM | AID 743247, 2014;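 active means mean inhibition across replicates of 30% or more, regardless of how many single replicates reach that level; inconclusive means mean under 30% yet at least half of replicates reach 30%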;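 further: positive control wells lacked labelled fibronectin entirely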
#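 Measured by – fluorescence 485/525 nm · System – AH1F fibroblast monolayer, labelled fibronectin deposition · Amount – 10000 cells per well · Buffer or medium – serum-reduced DMEM (2% serum) · Doses – single dose, pinned · Also added – fluorescent fibronectin at 24 nM final · Schedule – 1 h cell attachment, overnight exposure to compound and label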
# miR122 inh: miR-122 Renilla sensor signal increase in Huh7, primary screen, miR-122 inhibitor project, cell-based, single point, plate reader. Huh7 miR-122 Renilla luciferase sensor, 48 h; neutral wells = 0, positive control = 100. AID 602342, 2012. 340,000 tested, 0.3% active. activation (reporter increase), % at 12.5 µM;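 active means mean replicate activation score at least 90 and every replicate individually at or above 90; inconclusive means only one of the two criteria met; inactive means neither criterion met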;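 further: higher luciferase means less miR-122 activity so hits act as miR-122 inhibitors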
# CFTR F508del cor: F508del CFTR correction, initial screen, CFBE line, single point | CFBE cells, YFP halide quenching; stimulated with forskolin plus potentiator P3; % fluorescence drop versus neutral controls | activity (quench increase), % at 7.58 µM | 350,000 tested, 0.36% active;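 active means mean added fluorescence quench of at least 8% versus neutral control, with both replicates also reaching 8%; inconclusive means only one of the mean or replicate conditions met; inactive means mean below 8% and not both replicates reaching 8%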;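 further: cells transiently co-express mutant CFTR-F508del with the halide-sensitive YFP; corrector assay measuring rescue of mutant channel to the surface after 24 h compound exposure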
# GSIS activator: GLuc luminescence reporter in INS-1E cells, primary screen for activators of glucose-dependent secretion of insulin. INS-1E GLuc reporter insulin secretion, 2-3 h. activation, % at 16.6 µM. 370,000 tested, 0.61% active;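 active means lowest replicate activation of at least 40%, so every replicate reaches that level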;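 further: 0% = median of neutral control wells and 100% = median of IBMX positive control wells; some compounds called inactive have numbers as strong as hits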
# C2C12 statin: suppressors of statin myotoxicity in C2C12 myotubes, primary screen, cell-based, single point, plate reader; C2C12 myotubes + simvastatin, ATP luminescence, 48 h; scaled: DMSO 0, geranylgeraniol control 100; rescue of ATP level, % at 7.49 µM; 330,000 tested, 0.78% active;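 active means mean ATP rescue above about 67%, or every replicate alone reaching that limit, limit read from the data, passing the limit was not always enough; inconclusive means no clear call, values can overlap the other calls; inactive means mean under the limit and some replicate under it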;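 further: myotubes were challenged with 10 µM simvastatin during compound exposure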
# Cneo AK release: Cryptococcus neoformans cell lysis inducers, primary screen, AK release luminescence, single concentration | lysis activity, % at 15 µM | C. neoformans lysis, adenylate kinase release luminescence, 4 h; normalised: neutral wells 0, clomiphene wells 100 | 360,000 tested, 0.2% active;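 active means mean lysis activity across replicates of at least 80%, whatever share of replicates individually reach that level; inactive means mean lysis activity below 80%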
#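 Material – log-phase Cryptococcus neoformans yeast cells · Input – 5 × 10^6 yeast cells/mL · Medium – fresh YPD growth medium · Doses – single compound concentration per well · Timing – static 4 h at 37 °C with compound, 1 h detection · Detection – adenylate kinase release luminescence · Read-out – signal increase indicating cell lysis · Control set – Clomiphene as positive lysis control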
# PGC1a acetyl inh: inhibitors of PGC1a acetylation signal, primary screen, cell-based, U2OS, AlphaScreen, inhibitor mode | inhibition, % at 15.6 µM | AlphaScreen anti-acetyl-lysine; with virally co-expressed GCN5 acetyltransferase | 350,000 tested, 0.17% active;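 active means every replicate shows inhibition of at least 40%; inconclusive means mean inhibition at least 40% but some replicate below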;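 further: 0% = neutral control wells and 100% = positive control wells; some results beyond the cut were filed as inactive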
# An asterisk follows results filed as active; ? = inconclusive; nt = not tested or not shown; [ ] = dose if it differs, or a comment.
# Each structure is followed by: PglD DTNB, FN deposition inh, miR122 inh, CFTR F508del cor, GSIS activator, C2C12 statin, Cneo AK release, PGC1a acetyl inh
- C[C@H]1CCCCO[C@@H](CN(C)Cc2ccncc2)[C@@H](C)CN([C@@H](C)CO)C(=O)c2cc(NS(=O)(=O)c3ccc(Cl)cc3)ccc2O1
  2, 2, -2[16.7 µM], 2.8, -26, 10, 3, -8
- CCOC(=O)C1CCN(S(=O)(=O)c2ccc(-c3cc(C(F)(F)F)n(C)n3)s2)CC1
  -2, -25, -1, 2.0, nt, nt, -3, -8
- CCn1c(SCc2ccc(F)cc2)nc2ccccc2c1=O
  0, 10, nt, -2.6, 22, 8, -1, nt
- N#Cc1ccc(OCC(=O)NC2CCCCCC2)cc1
  -1, 5, 2, -1.9, nt, -10, 2, 34
- CC1CCCC(C)N1C(=O)COC(=O)c1cc([N+](=O)[O-])ccc1N1CCOCC1 (stereo not given)
  -6, 5, nt, 7.0, -5, 10, 4, 7
- COc1ccc(C(=O)NCc2nc3ccccc3[nH]2)cc1OC
  5, -2, nt, -1.2, -10, 4, -1, nt
- CN(C)C(=O)c1ccc(-c2ccc([C@@H]3[C@@H](C#N)N(C(=O)Nc4ccccc4F)[C@H]3CO)cc2)cc1
  0, 0, nt, 3.0, -13, -7, -2, 0
- CC(C)CC#Cc1cnc2c(c1)C(=O)N([C@@H](C)CO)C[C@@H](C)[C@@H](CN(C)C(=O)Nc1cccc(F)c1)O2
  3, nt, 2[16.7 µM], 0.4, -14, 19, -9, -1
- CCCCCCCCOC(=O)C1=C(C)Nc2nnnn2C1c1cccs1 (stereo not given)
  3, nt, 8, nt, 43*, 0, 2, -8
- C[C@@H]1CN([C@H](C)CO)C(=O)Cc2cc(NC(=O)Cn3cnnn3)ccc2O[C@@H]1CN(C)Cc1ccc(C(F)(F)F)cc1
  -1, nt, -6[16.7 µM], 4.1, 6, 25, 11, -5
- N#Cc1ccc(C(=O)NC(=S)N2CCN(C=O)CC2)cc1
  -1, 2, 1, 2.7, 20, 7, -1, -17
- COc1ccc(-c2c(-c3ccccc3OC)oc3ccccc23)cn1
  -3, 14, nt, 1.6, nt, 9, -3, nt
- O=C(O)Cn1cc2c(n1)CCCC2
  -2, nt, 2, nt, nt, 15, 3, -3
- N#C[C@H]1[C@H](c2ccc(C#Cc3cccc(F)c3)cc2)[C@@H](CO)N1C(=O)C1CCCC1
  -1, 1, nt, -1.3, -3, 5, 1, -17
- CNC[C@H]1Oc2ccc(NC(=O)Cn3cnnn3)cc2C(=O)N([C@H](C)CO)C[C@H]1C
  -1, -1, -1[16.7 µM], 0.5, 10, 29, -3, 3
- CN(Cc1ccccc1)C(=O)CN1C(=O)COc2ccc(S(=O)(=O)N3CCCC3)cc21
  0, -5, -4, 0.9, 5, 2, 0, -2
- N/C(=N\OS(=O)(=O)c1ccccc1)c1ccncc1
  0, nt, -7, nt, nt, 11, -1, 7
- COCC(=O)Nc1ccc2c(c1)OC[C@@H](C)N(C(=O)c1ccccc1F)C[C@H](C)[C@@H](OC)CN(C)C2=O
  -3, -4, -4[16.7 µM], 0.2, 1, 7, -4, 11
- CCC(=O)Nc1ccc2c(c1)C(=O)N(C)[C@H]1CC[C@H](CC(=O)Nc3cccc(OC)c3)O[C@@H]1CO2
  -1, -12, 25[16.7 µM], -2.2, 9, 13, -1, -3
- CN(CC(=O)Nc1cccc(F)c1)C(=O)c1cccnc1Sc1ccc(Cl)cc1
  nt, 0, nt, 1.7, -59, -13, nt, nt
- Fc1ccc(Nc2nnc(-c3ccncc3)s2)cc1Cl
  7, -1, -5, -0.7, -1, -14, -2, nt
- CCCCn1nnnc1NCc1ccc(OC)c(OC)c1
  0, nt, -5, 1.1, 5, -13, 4, -7
- O=C(CC1SC(N2CCCC2)=NC1=O)Nc1ccc(C(=O)N2CCN(c3cccc(Cl)c3)CC2)cc1 (stereo not given)
  -2, -2, 1, 3.8, -12, 44, 1, -6
- Cc1cc(C)c2nc(N(CCCN(C)C)C(=O)c3ccc4c(c3)OCCO4)sc2c1
  1, 8, -3, -0.7, 10, -10, 3, -27
- O=C(NCc1ccccn1)c1ccc(Cn2cc(Br)cn2)o1
  -4, -1, -3, nt, nt, -5, 1, 2
- CN(C)C(=O)C[C@@H]1CC[C@@H]2[C@@H](COc3ccc(NC(=O)C4CCCC4)cc3C(=O)N2C)O1
  nt, -5, nt, 0.2, 4, nt, nt, 3
- C=CCOC(=O)C1=C[C@H](c2cn(C(C)=O)c3ccccc23)C[C@H](OCCCCO)O1
  -2, -6, -1, -1.9, -2, -6, 2, 9
- CCC(C)NC(=S)Nc1ccccc1 (stereo not given)
  0, -3, nt, 2.1, -3, -1, 1, nt
- Cc1ccc(Cl)cc1N=C(N)N=C(N)N
  2, 0, nt, 1.7, 16, nt, -1, -14
- CCC(CC)C(=O)Nc1cc(C(=O)NCCc2ccccc2)ccc1Cl
  6, 8, 2, nt, nt, -23, 1, 0
- CCN(Cc1ccc2c(c1)OCCO2)S(=O)(=O)c1ccc(NC(C)=O)cc1
  1, 1, nt, 0.5, 1, -2, -2, -4
- O=C(C[C@@H]1CC[C@H]2[C@@H](COC[C@@H](O)CN2Cc2cccc(F)c2)O1)NCC1CCCCC1
  1, -12, 4[16.7 µM], 1.4, -23, 30, -3, -5
- COc1cc(=O)n2c(n1)SCCC2
  -3, nt, 6, nt, nt, 11, 1, -1
- CCCC#Cc1ccc([C@@H]2[C@H](CO)N3C(=O)CN(C(=O)c4cccnc4)C[C@@H]23)cc1
  nt, 3, nt, 3.0, -4, nt, nt, 4
- COC(=O)C(NC(C)=O)(Nc1nc(C)cs1)C(F)(F)F (stereo not given)
  0, 0, 4, nt, nt, -10, 2, 9
- O=C(Nc1ccc(F)c(Cl)c1)Nc1nnc([C@H]2C[C@H](O)[C@@H](CO)O2)s1
  1, 1, nt, 0.9, 0, 8, -6, nt
- CCOc1ccc(-c2cc(C(=O)NCc3ccc(F)cc3)[nH]n2)c(C)c1
  -3, 22, 1, -2.9, nt, 3, 3, -15
- O=C(O)c1cc2c(cc1NC(=O)c1ccccc1C(F)(F)F)OCCCO2
  0, 1, nt, -2.0, -11, 8, 0, nt
- COc1ccccc1/C=C(/C(=O)OCC(=O)Nc1cc(C)ccc1C)c1ccccc1
  nt, nt, 3, -1.3, 14, nt, 2, -12
- C[C@@H]1CN([C@@H](C)CO)C(=O)c2cc(C#CC3CCCCC3)cnc2O[C@H]1CN(C)C(=O)C1CCCCC1
  0, -15, -14[16.7 µM], -2.5, -17, ?, 3, -5
- CCOC(=O)C(Cc1ccccc1)C(=O)Nc1nccs1 (stereo not given)
  0, nt, -5, nt, nt, 99*, 2, -3
- COc1cccc(C2=NOC(C(=O)NCCCn3ccnc3)C2)c1 (stereo not given)
  -6, -5, 5, nt, nt, 15, 0, 10
- O=S1(=O)NC2CCCCCN2c2ccc(F)cc21 (stereo not given)
  -3, nt, 12, nt, nt, -10, -22, -11
- CC1CC(C)CN(S(=O)(=O)c2ccc(NC(=O)[C@@H]3CCCN3C(=O)c3cccs3)cc2)C1 (stereo not given in full)
  0, -6, 4, -0.6, -15, 0, 1, 0
- CCOC(=O)C1CCN(C(=O)CN(Cc2ccc(Cl)cc2)S(C)(=O)=O)CC1
  -1, nt, 0, nt, nt, nt, -1, -11
- COc1ccccc1OCCC(=O)N1CCN(c2ccccc2OC)CC1
  -3, 5, 8, -2.4, -2, nt, 2, -20
- CC(C)(C)OC(=O)N1CCC(NC(=O)c2[nH]cnc2C(=O)Nc2cccc(Cl)c2)CC1
  0, 5, -8, 2.8, -8, 3, 0, -1
- O=C(NCCCn1ccnc1)c1ccccc1NS(=O)(=O)c1ccc(F)c(F)c1
  -3, nt, nt, nt, -5, -5, 1, 7
- C[C@@H]1CN([C@@H](C)CO)C(=O)c2cc(NS(=O)(=O)c3cccs3)ccc2O[C@@H](C)CCCCO[C@H]1CN(C)C
  nt, -1, nt, 0.8, 3, nt, nt, 5
- Cc1ccc(Nc2c3c(nc4ncnn24)CC(C)CC3)cc1 (stereo not given)
  5, nt, -5, nt, 2, nt, 1, 32
- COc1ccc(NC2CCCN(C(=O)CCC(=O)c3ccc(F)cc3)C2)cc1 (stereo not given)
  -6, -1, 10, -2.7, -3, nt, 0, 0
- COC(=O)c1ccccc1NC(=O)CSc1nnc(-c2cccnc2)o1
  10, -3, -6, 0.8, -1, -3, 0, -12
- OCCCNc1c2c(nc3cc(-c4ccc(Cl)cc4)nn13)CCC2
  nt, -10, 9, -1.8, 4, nt, nt, nt

# Rewritten as tab-separated lines: 13 of the compounds above.
canonical_smiles	PglD DTNB	FN deposition inh	miR122 inh	CFTR F508del cor	GSIS activator	C2C12 statin	Cneo AK release	PGC1a acetyl inh
CCOC(=O)C(Cc1ccccc1)C(=O)Nc1nccs1 (stereo not given)	0	nt	-5	nt	nt	99*	2	-3
COc1cccc(C2=NOC(C(=O)NCCCn3ccnc3)C2)c1 (stereo not given)	-6	-5	5	nt	nt	15	0	10
O=S1(=O)NC2CCCCCN2c2ccc(F)cc21 (stereo not given)	-3	nt	12	nt	nt	-10	-22	-11
CC1CC(C)CN(S(=O)(=O)c2ccc(NC(=O)[C@@H]3CCCN3C(=O)c3cccs3)cc2)C1 (stereo not given in full)	0	-6	4	-0.6	-15	0	1	0
CCOC(=O)C1CCN(C(=O)CN(Cc2ccc(Cl)cc2)S(C)(=O)=O)CC1	-1	nt	0	nt	nt	nt	-1	-11
COc1ccccc1OCCC(=O)N1CCN(c2ccccc2OC)CC1	-3	5	8	-2.4	-2	nt	2	-20
CC(C)(C)OC(=O)N1CCC(NC(=O)c2[nH]cnc2C(=O)Nc2cccc(Cl)c2)CC1	0	5	-8	2.8	-8	3	0	-1
O=C(NCCCn1ccnc1)c1ccccc1NS(=O)(=O)c1ccc(F)c(F)c1	-3	nt	nt	nt	-5	-5	1	7
C[C@@H]1CN([C@@H](C)CO)C(=O)c2cc(NS(=O)(=O)c3cccs3)ccc2O[C@@H](C)CCCCO[C@H]1CN(C)C	nt	-1	nt	0.8	3	nt	nt	5
Cc1ccc(Nc2c3c(nc4ncnn24)CC(C)CC3)cc1 (stereo not given)	5	nt	-5	nt	2	nt	1	32
COc1ccc(NC2CCCN(C(=O)CCC(=O)c3ccc(F)cc3)C2)cc1 (stereo not given)	-6	-1	10	-2.7	-3	nt	0	0
COC(=O)c1ccccc1NC(=O)CSc1nnc(-c2cccnc2)o1	10	-3	-6	0.8	-1	-3	0	-12
OCCCNc1c2c(nc3cc(-c4ccc(Cl)cc4)nn13)CCC2	nt	-10	9	-1.8	4	nt	nt	nt
